ERK EGF inh – qHTS Assay for Inhibitors of the ERK Signaling Pathway using a Homogeneous Screening Assay; Stimulation with EGF; HEK293-V1b, EGF-stimulated phospho-ERK AlphaScreen; Potency, µM (doses to about 11.5 µM), for inactives: top-dose activity change, negative = inhibition, usual class: inhibitors; 0.41% of 130,000 active; active means well fitted inhibition curve with a large enough effect; inconclusive means small, poorly fitted or top-dose-only effect, or effect the other way;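 further: plate controls were stimulated vehicle wells for no effect and unstimulated vehicle basal for full effect; nearly all actives have a fitted effect of over 55% in size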
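In this qHTS, HEK293 cells with stable type-1 vasopressin (V1b) receptor were exposed to compound at 37C for 30 min, stimulated 5 min with EGF at 25 nM, lysed, and probed for phospho-ERK by AlphaScreen.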
* hit, by the source's call; ? = inconclusive; & = joins results of further samples; [ ] = another dose, or the depositor's remark. Potency means the concentration at half of the fitted maximal effect.

item | SMILES | ERK EGF inh
1 | Cn1c(=O)cc(SCC(=O)NCCC2=CCCCC2)c2ccc(Cl)cc21 | 4.2%
2 | O=C(NC(=S)N1CCN(c2ccc(F)cc2)CC1)C12CC3CC(CC(C3)C1)C2 | 1.3%
3 | Cc1ccc(-c2n[nH]c(=S)n2/N=C/c2cccs2)cc1 | -3.7%
4 | CC(C)CCN1CCN(C2CCN(c3ccc4c(c3)OCO4)CC2)CC1CCO (stereo unspecified) | -19.9%[57.5 µM]
5 | CCOc1ccc(NC(=S)N(CCN2CCOCC2)Cc2ccc3c(c2)CCCN3CC)cc1 | ?
6 | C=CCNC(=S)NNC(=O)COc1ccc(Cl)cc1Cl | -2.0%
7 | Cn1c(=O)c2[nH]c(-c3ccccc3)nc2n(C)c1=O | -1.2%&5.8%
8 | C=CCNC(=S)NNC(=O)c1ccc(Br)o1 | 11.6%
9 | Cc1ccccc1Nc1nc(N)nc(CSc2ccc(F)cc2)n1 | 3.3%[57.5 µM]
10 | CC(C)c1nnc(NC(=O)CCC(=O)NC2CCCc3ccccc32)s1 (stereo unspecified) | -1.3%
11 | Cc1ccc2c(c1)N(CC(=O)NCc1cccnc1)C(=O)CO2 | 13.3%
12 | CC(=O)C1=C(NC(=O)c2ccc(C(F)(F)F)cc2)C[C@@H]2[C@H]1C2(C)C | -7.4%[57.5 µM]
13 | CCOC(=O)C(=O)c1c(C)cc2ccccn12 | -5.7%
14 | O=[N+]([O-])c1c(N2CCN(CCO)CC2)nc2ccccn12 | 8.0%[57.5 µM]
15 | CCOC(=O)c1c(Cl)c(C)nn1-c1nc(OC)cc(OC)n1 | 4.5%
16 | CCc1ccc(C(=O)COC(=O)c2nn(C)c(=O)c3ccccc23)cc1 | -2.2%
17 | Cn1nc(C(F)(F)F)cc1Oc1ncc(C(F)(F)F)cc1Cl | 0.8%
18 | O=C(NNC(=O)C1CC=CCC1C(=O)O)c1ccc(Cl)cc1 (stereo unspecified) | 2.7%
19 | CC(=O)c1ccc(C(=O)N2CCc3c([nH]c4ccccc34)C2c2ccccn2)s1 (stereo unspecified) | 21.2%
20 | CC(NC(=O)COc1ccc([N+](=O)[O-])cc1)c1ccccc1 (stereo unspecified) | -0.9%
21 | Cc1cc(NC(=O)c2n[nH]c(=O)c3ccccc23)ccc1Br | -2.3%[57.5 µM]
22 | Cc1nnc(SCC(=O)NC(=O)Nc2ccc3c(c2)OCCO3)n1N | 8.0%[57.5 µM]
23 | COc1ccc(/C=N/NC(=O)c2[nH]c3ccc(Br)cc3c2-c2ccccc2)cc1 | 2.9%
24 | NC(=S)N/N=C/c1coc2cc(Br)ccc2c1=O | 1.1%[57.5 µM]
25 | COc1cccc(CN2CCNC(=O)C2CC(=O)N2CCOc3ccccc3C2)c1OC (stereo unspecified) | -6.6%
26 | O=C(CC(c1ccccc1)c1cc(Cl)ccc1O)NCCN1CCOCC1 (stereo unspecified) | 8.6%[57.5 µM]
27 | Cc1cccc(OCCCn2c(CCNC(=O)C(C)C)nc3ccccc32)c1 | -1.6%
28 | O=C(CCN1C(=O)c2cccc3cccc(c23)C1=O)NCc1ccco1 | -7.0%
29 | CCC(=O)Nc1ccc(NC(=S)Nc2ccccc2)cc1 | 6.6%
30 | CCn1c(O)c(C#N)c(C)cc1=O | -1.5%[57.5 µM]
31 | O=C(COC(=O)/C=C/c1ccco1)NCc1ccco1 | -2.3%
32 | COc1ccc(/C=N/NC(=O)CCN2CCCCC2c2cccnc2)cc1Cn1cc([N+](=O)[O-])cn1 (stereo unspecified) | -5.0%[57.5 µM]
33 | CCOc1ccc(NC(=O)c2ccc(CSc3nnnn3C)cc2)cc1 | 5.3%
34 | COc1c2c(cc3oc(C)cc(=O)c13)OC(C(C)(C)OC1OC(CO)C(O)C(O)C1O)C2 (stereo unspecified) | -6.9%
35 | Cc1nc(Nc2ccc(F)cc2)[nH]c(=O)c1CCC(C)C | 4.7%
36 | Fc1cccc(Cc2noc(CN3CCN(C4CCc5ccccc5C4)CC3)n2)c1 (stereo unspecified) | -25.0%
37 | O=C(CCn1c2c(c3ccccc31)CCCC2)NNC(=O)c1ccccc1C(=O)O | -19.8%[57.5 µM]
38 | COC(=O)c1sccc1N(C)S(C)(=O)=O | -5.2%
39 | Cc1ccc(S(=O)(=O)N2CCC(C(=O)N/N=C/c3ccccc3[N+](=O)[O-])CC2)cc1 | -6.9%
40 | Cc1nc2cnc(Oc3ccccc3)nc2n(CCC#N)c1=O | 0.0%
41 | COc1cc2c(cc1OC)C(C(C)C)=NC(C)(C)C2 | 1.7%
42 | Cc1nc(/N=C(\N)NC(=O)NC2CCCCC2)nc2ccccc12 | ?
43 | COc1ccc(CCNC2=C(Cl)C(=O)N(Cc3ccccc3)C2=O)cc1OC | ?
44 | O=C(N/N=C/c1cccs1)c1ccc2c(c1)OCO2 | 9.6%
45 | CCOc1c(O)ccc(/C=C2\SC(=S)NC2=O)c1[N+](=O)[O-] | 0.5%
46 | O=C(N/N=C/c1ccc2cccnc2c1)c1nc2ccccc2c(=O)[nH]1 | -8.2%[57.5 µM]
47 | CO[C@]1(C2=NCCN2)COc2ccccc2O1 | -5.6%
48 | OC1CCCN(C(=S)Nc2ccc(SC(F)F)cc2)C1 (stereo unspecified) | -1.7%
49 | COc1cc(OC)c(OC)cc1/C=N/NC(=S)NCCN1CCOCC1 | -14.2%
50 | COc1cc(/C=C/C(=O)OCC(=O)N2CCc3ccccc3C2)ccc1O | -2.7%
51 | O=C(CNC(=O)c1ccc(-c2ccccc2)cc1)OCc1ccc(Cl)cc1 | 8.3%
52 | Cc1cc(Br)cnc1NC(=S)Nc1ccc(F)cc1F | -4.4%[57.5 µM]
53 | CCCCNC(=O)c1cccc(NC(=O)C(=O)c2ccccc2NC(C)=O)c1 | -5.0%
54 | COC(=O)N1CCC2(CCN(C(=O)Nc3ccccc3)CC2)CC1 | -1.5%
55 | CSc1nc(-c2ccccc2)nn1S(=O)(=O)c1ccccc1 | 7.5%
56 | Cc1ccc2c(c1)C(=NC1CCCCC1)c1cc3ccccc3nc1-2 | -16.8%
57 | C=C1CCC(C)C(C)(CCC2=CCOC2=O)C/C=C\C=C/1C(=O)O (stereo unspecified) | -15.5%[57.5 µM]
58 | CC1(C)C(=O)NCCN1C(=O)CC1C(=O)NCCN1CC(c1ccccc1)c1ccccc1 (stereo unspecified) | -5.9%
59 | CN(C)/C=C/C(=O)c1ccc(-n2cccc2)cc1 | -2.9%
60 | Cc1ccc(NC(=O)CCCc2ccccc2)nc1 | -9.5%

Retrieved one by one from the list above:
item | SMILES | ERK EGF inh
33 | CCOc1ccc(NC(=O)c2ccc(CSc3nnnn3C)cc2)cc1 | 5.3%
16 | CCc1ccc(C(=O)COC(=O)c2nn(C)c(=O)c3ccccc23)cc1 | -2.2%
28 | O=C(CCN1C(=O)c2cccc3cccc(c23)C1=O)NCc1ccco1 | -7.0%

More entries follow.
item | SMILES | ERK EGF inh
61 | COC(=O)[C@H](CCSC)NC(=O)Nc1cccc(Br)c1 | 9.2%[57.5 µM]
62 | O=c1cc(/C=C/c2ccccc2)oc2c1ccc1ccccc12 | 4.7%
63 | CSc1scc2c1-c1nc(SCC(=O)C(C)(C)C)ncc1CC2 | -6.0%[57.5 µM]
64 | N#C/C(=C\c1ccc(N2CCOCC2)cc1)c1ccccc1 | 0.2%
65 | COCCCNC(=S)NCCc1ccc(F)cc1 | 7.7%[57.5 µM]
66 | CCn1cc(Br)c(C(=O)Nc2ccccc2C(=O)OC)n1 | -6.5%
67 | O=C(/C=C/c1ccc([N+](=O)[O-])cc1)N1CCN(c2ccccc2F)CC1 | 10.4%
68 | COc1cc(C)c(NC(c2ccccc2)c2ccccc2)cc1OC | 3.6%
69 | COc1ccc(N=C2SC(C(=O)N3CCN(c4ccc([N+](=O)[O-])cc4)CC3)CC(=O)N2C)cc1 (stereo unspecified) | -3.9%
70 | O=C(CS(=O)(=O)c1ccccc1)Nc1ccc(S(=O)(=O)Nc2ncccn2)cc1 | 3.4%
71 | Nc1nc(-c2ccc(Cl)cc2)c(N=Nc2ccc(S(=O)(=O)N3CCOCC3)cc2)s1 | ?
72 | Cc1nc(C)c(C(=O)NNS(=O)(=O)c2ccc3ccccc3c2)s1 | -16.0%
73 | S=c1[nH]nc(-c2ccco2)n1/N=C/c1ccccn1 | 0.7%
74 | CC1CCN(c2oc(-c3cccc4ccccc34)nc2C#N)CC1 | -3.0%
75 | CN(C(=O)N1CCN(S(=O)(=O)c2ccccc2)CC1)c1ccccc1 | -3.6%
76 | C/C(=N\S(=O)(=O)c1ccc(C)cc1)N1CCCCC1 | 2.9%
77 | O=C1c2ccccc2C(=O)N1/N=C/c1ccc(O)c(O)c1O | -9.2%[57.5 µM]
78 | CC(C)(C)N1CCC1C(N)=O (stereo unspecified) | 2.0%[57.5 µM]
79 | Cc1ccccc1N=Nc1ccc(O)c2ncccc12 | ?
80 | CN(C(=O)COC(=O)c1ccc(NS(=O)(=O)c2cccs2)cc1)C1CCCCC1 | 3.8%
81 | C=CCN1C(=O)CS/C1=N\N=C\c1cccc([N+](=O)[O-])c1 | -17.6%
82 | CCOC(=O)Nc1ccc2nc3n(c(=O)c2c1)CCCCC3 | -7.0%
83 | Cc1nn(-c2ccccc2)c(N2CCCC2)c1/C=N/NC(=O)c1cc(-c2ccccn2)nc2ccccc12 | 2.9%
84 | Nc1nonc1C(=O)N1CCCC1 | -15.3%
85 | COc1ccccc1CCNC(=O)NC1CCCCC1 | -8.8%
86 | COc1ccc(CNC(=O)C(OC(=O)c2nsc(Cl)c2Cl)C(C)C)cc1 (stereo unspecified) | 4.6%
87 | CC(=O)NC(C)C(=O)OCC(=O)c1ccc(-c2ccccc2)cc1 (stereo unspecified) | 3.8%
88 | Cc1ccc(-c2cc(Cc3ccncc3)c(=O)[nH]n2)cc1 | -0.9%[57.5 µM]
89 | Cc1cccc(-c2csc(N)c2C(=O)OC(C)C)c1 | -0.9%
90 | CCO[C@H]1OC(C(=O)N2CCN(C)CC2)=C[C@@H](c2coc3ccccc3c2=O)[C@@H]1CCCO | -14.3%[57.5 µM]
91 | O=C(CCCN1C(=O)c2ccccc2C1=O)NCc1ccco1 | -2.7%
92 | C/C(=N\NC(=O)c1ccc(O)cc1)c1ccc2c(c1)Nc1ccccc1S2 | ?
93 | CC1CCCC(NC(=S)Nc2cccc(S(=O)(=O)N(C)C)c2)C1C (stereo unspecified) | -2.7%
94 | Cn1ccnc1C1CCCCN1Cc1nc(Cc2ccccc2F)no1 (stereo unspecified) | 5.0%
95 | O=C(NCc1ccccn1)c1ccc(N2CCCC2)c([N+](=O)[O-])c1 | ?
96 | O=S(=O)(Cc1ccccc1)N=Nc1c(O)[nH]c2ccc(Br)cc12 | 2.0%[57.5 µM]
97 | COc1ccc(N2CCN(CCCNC(=O)C3CCCN(S(=O)(=O)c4c(C)n[nH]c4C)C3)CC2)cc1 (stereo unspecified) | 3.7%[57.5 µM]
98 | NC(N)=NS(=O)(=O)c1ccc(NC(=S)NC(=O)c2sc3ccccc3c2Cl)cc1 | 4.9%
99 | CSCc1ccc(C(=O)NCc2ccc(F)cc2)cc1 | 1.3%
100 | CCOc1ccc(N(CC(=O)Nc2nccs2)S(=O)(=O)c2c(C)[nH]c(=O)[nH]c2=O)cc1 | -10.2%
101 | Cc1ccc(S(=O)(=O)Nc2nc3c(s2)C(=O)CC(C)(C)C3)cc1 | -5.2%
102 | O=C(CSc1nnc2ccccn12)Nc1nsc(-c2ccccc2)n1 | -2.3%
103 | COc1ccc(OC)c(/C=C/C(=O)Nc2ccc(OC)nc2)c1 | -0.5%
104 | COc1ccc(C(=O)Oc2cc(OC)cc(OC)c2C(C)=O)cc1 | 2.6%
105 | Cc1ccc(NC(=O)CS(=O)(=O)c2cn(CC(=O)N3CCOCC3)c3ccccc23)cc1 | 5.1%
106 | Cc1ccc(-n2c(=O)cc(N3CCc4ccccc4C3)[nH]c2=O)cc1 | -11.5%
107 | CCn1cc(C(=O)N2CCN(c3cccc(C)c3C)CC2)c(=O)c2ccc(C)nc21 | ?
108 | O=C(OCC1CC(c2ccccc2)=NO1)c1ccco1 (stereo unspecified) | -5.4%[57.5 µM]
109 | COC(=O)C1=CN(Cc2ccc(OC)c(OC)c2)C=C(C(=O)OC)C1c1cccs1 | 7.4%
110 | Cc1nc2ccccc2c(=O)n1Cc1ccco1 | -3.4%[57.5 µM]
111 | CCC(=O)NC(C)C(c1cccs1)N1CCN(c2ccccc2)CC1 (stereo unspecified) | -6.6%
112 | Cc1nonc1C(=O)N/N=C/c1ccc(O)cc1O | 1.6%
113 | CCCCNC(=S)N1CCn2cccc2C1c1ccccc1 (stereo unspecified) | 2.8%
114 | CC1N(O)C(c2ccc(Cl)cc2Cl)N(O)C1(C)C (stereo unspecified) | 4.9%[57.5 µM]
115 | COc1ccc(-c2nn(-c3ccccc3C)cc2CNC(C)Cn2cncn2)cc1F (stereo unspecified) | 0.8%
116 | COC(=O)c1c(NC(=O)CSc2nnc(-c3ccco3)n2C)sc(C)c1C | 2.4%
117 | CC(C)=C1C2CCC1C1C(=O)N(c3nc(-c4ccccc4)c(C)s3)C(=O)C21 (stereo unspecified) | 3.4%
118 | C=CCOc1cccc(CNc2cccc(C(=O)O)c2)c1 | -23.7%[57.5 µM]
119 | CC#CCOC(=O)c1c(C)nc2sc3c(c2c1N)CC[C@@H](O)C3 | -18.7%
120 | COc1ccc(/C=N/S(=O)(=O)c2ccc(C)cc2)cc1 | 3.5%

Further records.
item | SMILES | ERK EGF inh
121 | COc1ccc(C(=O)N2CCC3(CCN(Cc4ccccc4)CC3)CC2)cc1 | 10.2%
122 | COc1ccccc1-n1cnnc1SCC(=O)N1CCN(C(=O)c2ccco2)CC1 | -7.7%
123 | Cc1ccc(N=C2S/C(=C\c3cn(CC(=O)O)c4ccccc34)C(=O)N2C)cc1 | 8.6%
124 | O=S(=O)(Nc1ncccn1)c1ccc(NC(=S)Nc2cccc(Cl)c2)cc1 | 13.4%[57.5 µM]
125 | CCSC1=NCCN1S(=O)(=O)c1ccc2ccccc2c1 | -0.5%

This is a subset; the hit share may differ from the screen's.
